Screening results: PubChem, several laboratories
CAL PDZ FP-1: untagged CAL PDZ binding inhibitors, primary screen, biochemical, fluorescence polarization, HTS; Golgi-associated PDZ and coiled-coil motif-containing protein (Homo sapiens), Q9HD26; purified CAL PDZ, TMR-peptide fluorescence polarization, 1 h; inhibition, % at 24.9 µM; actives 0.92% (n = 300,000); AID 602252, 2012;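 active = mean inhibition of at least 30% with at least half of replicates also reaching 30%; inconclusive = no clear call, values can overlap the other calls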;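 note: 0% = DMSO neutral control and 100% = excess unlabeled competitor peptide PRC23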
Tat export inh: E. coli Tat export inhibitors, primary screen, MC4100, TorA-mCherry reporter, fluorescence, single point | inhibition, % at 10 µM | actives 0.036% (n = 340,000);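 active = mean replicate inhibition at least 50% and at least half of replicates individually reaching 50%; inconclusive = only one of the two criteria met; inactive = neither criterion met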;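 note: exported cargo escapes ClpAP degradation while cytoplasmic cargo is degraded and loses fluorescence; 0% = median of neutral control wells and 100% = median of NaSCN control wells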
dFosB act: activators of delta FosB homodimer, primary screen, biochemical, fluorescence polarization, TAMRA-CDK5 oligo, single point; purified delta FosB; percent of positive-control signal above neutral wells; activation, % at 25 µM; actives 0.99% (n = 340,000); Protein FosB (Mus musculus), P13346;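 active = mean activation above about 17%, with every replicate also reaching it, limit read from the data, passing the limit was not always enough; inconclusive = only one of the two conditions met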;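 note: fluorescence polarization rise as delta FosB binds a TAMRA Cdk5 AP-1 oligo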
MITF act: activators of MITF-driven TRPM1 promoter reporter, primary screen, cell-based, SK-MEL-5, luciferase, single point | SK-MEL-5 TRPM1-promoter luciferase, 24 h; % of positive control, neutral wells = 0 | activation, % at 12.5 µM | actives 0.75% (n = 300,000);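 active = mean activation of at least 80% with every replicate also reaching 80%; inconclusive = mean reaches 80% but some replicate falls short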;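 note: 0% = neutral control wells and 100% = parthenolide positive control wells; values of inactives mirror those of a sister screen read the other way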
cardiac RTF act: cardiac RTF calcium sensitivity activators, primary screen, biochemical, IANBD-TnC fluorescence, EC20 calcium. AID 493008, 2010. Troponin I, cardiac muscle (Homo sapiens) + Troponin T, cardiac muscle (Homo sapiens) + …. activation, % at 7.2 µM. actives 0.24% (n = 340,000). IANBD-labeled TnC RTF fluorescence at EC20 calcium; 0% EC20 calcium, 100% full calcium;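 active = activation above the mean over all tested compounds plus 3 SD, cut at about 30% in these data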;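 note: rise in fluorescence read as greater calcium sensitivity of cardiac thin filaments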
CDK5 p35 inh: inhibitors of human CDK5/p35 kinase, primary screen, biochemical, single concentration | inhibition, % at 10 µM | actives 0.01% (n = 330,000) | Recombinant CDK5/p35, ADP-Glo luminescence, 60 min;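 active = highest replicate inhibition of at least 50% and at least 75% of replicates reaching 50%; inconclusive = only one of the two criteria met; inactive = both criteria failed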;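 note: plate controls were DMSO neutral control for no effect and GW8510 at 10 µM for full effect; many of its hits are not listed in these tables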
Target sequence (Q00535 whole entry, looked up): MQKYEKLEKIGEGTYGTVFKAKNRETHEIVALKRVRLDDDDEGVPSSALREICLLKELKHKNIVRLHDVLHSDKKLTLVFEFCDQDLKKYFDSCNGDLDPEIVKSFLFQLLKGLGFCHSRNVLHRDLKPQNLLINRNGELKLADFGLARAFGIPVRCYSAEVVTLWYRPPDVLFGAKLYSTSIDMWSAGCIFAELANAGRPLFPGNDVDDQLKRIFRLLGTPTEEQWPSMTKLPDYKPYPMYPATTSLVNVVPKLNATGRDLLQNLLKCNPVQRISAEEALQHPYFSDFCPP
Target sequence (Q15078 whole entry, looked up): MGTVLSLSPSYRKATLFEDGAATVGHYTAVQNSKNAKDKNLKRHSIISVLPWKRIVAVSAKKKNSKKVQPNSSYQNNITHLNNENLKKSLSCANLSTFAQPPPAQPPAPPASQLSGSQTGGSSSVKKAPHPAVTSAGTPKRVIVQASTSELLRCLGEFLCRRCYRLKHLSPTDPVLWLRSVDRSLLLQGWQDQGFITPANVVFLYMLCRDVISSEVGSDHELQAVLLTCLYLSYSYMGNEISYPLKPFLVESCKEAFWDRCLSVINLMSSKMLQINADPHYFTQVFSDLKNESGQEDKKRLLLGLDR
V-ATPase pH: regulators of yeast V-ATPase proton pumping, primary screen, pHLuorin cytosolic pH fluorescence. response, % at 10 µM. S. cerevisiae. actives 0.37% (n = 350,000); in the data active = response mostly above about 7.3%, no sharp cut-off; inactive = mostly below about 5.4%; note: actives read high; inactives centre near 0; some compounds called inactive have numbers as strong as hits
Rtt109 Vps75: inhibitors of C. albicans Rtt109/Vps75 HAT, primary screen, biochemical, ThioGlo CoA-SH fluorescence, plate reader | actives 0.16% (n = 330,000) | inhibition, % at 34.9 µM | Histone acetyltransferase RTT109 (Candida albicans (strain SC5314 / ATCC MYA-2876)), … | purified Rtt109/Vps75, 4 h;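 active = inhibition of at least 50% in every replicate; inconclusive = best replicate reaches 50% inhibition but some replicates fall short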
Target sequence (Q5AAJ8 whole entry, looked up): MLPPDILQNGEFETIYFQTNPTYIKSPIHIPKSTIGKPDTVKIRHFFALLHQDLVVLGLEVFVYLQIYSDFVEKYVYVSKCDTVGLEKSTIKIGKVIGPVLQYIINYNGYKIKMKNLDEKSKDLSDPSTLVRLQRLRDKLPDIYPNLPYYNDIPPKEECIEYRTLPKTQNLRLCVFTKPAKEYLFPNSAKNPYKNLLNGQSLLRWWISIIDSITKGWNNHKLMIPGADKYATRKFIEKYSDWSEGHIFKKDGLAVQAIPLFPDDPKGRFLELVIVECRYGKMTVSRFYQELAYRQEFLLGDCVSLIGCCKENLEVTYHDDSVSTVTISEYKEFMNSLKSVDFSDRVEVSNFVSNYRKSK
Wnt act: Wnt/beta-catenin pathway activators, primary screen, cell-based, plate reader, single point; Wnt/beta-catenin reporter cell assay, activator; activation, % at 9.35 µM; actives 1.2% (n = 300,000); in the data active = activation above about 30%, passing the limit was not always enough; inconclusive = no clear call, values can overlap the other calls;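 note: 0% = neutral control wells and 100% = positive control wells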
CAL PDZ FP-2: CAL PDZ peptide-binding inhibitors, primary screen, biochemical, fluorescence polarization, Cer-tagged CAL PDZ, HTS | actives 0.02% (n = 330,000) | purified CAL PDZ, TMR-peptide fluorescence polarization, 1 h | AID 504414, 2011 | inhibition, % at 20 µM;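 active = highest replicate inhibition of at least 40%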;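 note: plate controls were DMSO neutral control wells for no effect and unlabeled competitor peptide control wells for full effect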
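Test system: purified CerCALP PDZ construct; Compound dosing: one concentration, 20 µM compound; Also added: TMR-labelled reporter peptide T*-PRC34 bound in PDZ groove; Read-out: inhibition from polarization loss; Controls: unlabelled peptide and DMSO controls; Signal: FP readout, S and P plane fluorescence; Incubation: 1 h at RT.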
Active calls of the source: *; i = inactive; ? = inconclusive; · = not tested or not shown.

SMILES	CAL PDZ FP-1	Tat export inh	dFosB act	MITF act	cardiac RTF act	CDK5 p35 inh	V-ATPase pH	Rtt109 Vps75	Wnt act	CAL PDZ FP-2
CC(C)(C)C(=O)Cn1c(=O)n(CC2CCCO2)c(=O)c2ccccc21 (stereo unspecified)	-3	5	4	-3	-4	0.4	-2	5	·	0.0
COc1cccc(CNC(=O)c2ccc(NC(=O)C3=CSCCO3)cc2)c1	-3	5	-4	70	-5	0.1	5	10	4	-2.3
O=C(O)Cc1c(C(=O)O)nnn1-c1cccc(C(F)(F)F)c1	0	3	7	-1	0	0.6	2	0	1	-0.5
CC(=O)Nc1nonc1-c1nc2ccccc2n1Cc1ccccn1	2	1	-11	1	-1	0.2	2	-4	-2	-0.9
COc1cccc(CNC(=O)C2CCCN(S(=O)(=O)c3c(C)[nH]c(=O)[nH]c3=O)C2)c1 (stereo unspecified)	-2	1	2	-11	0	-2.1	-4	-7	·	0.0
Cn1c(NC(=O)c2ccc(F)c(F)c2)cc(=O)n(C)c1=O	·	0	-1	13	-2	0.0	0	-14	-2	-0.3
COc1ccccc1N1CCN(S(=O)(=O)c2ccc(Br)s2)CC1	-2	-7	-11	0	0	-3.6	5	-3	-10	0.3
Cc1ccc(OCC(=O)Nc2nnc(S(=O)(=O)N3CCC(C)CC3)s2)cc1	-1	2	-4	3	9	-1.6	-1	-7	-2	-2.1
COC(=O)c1cc(S(=O)(=O)N(C)C2CCCCC2)c[nH]1	3	3	1	3	-6	0.9	1	-6	0	-2.2
COCCCNc1nc2c(c(=O)[nH]c(=O)n2C)n1CC(O)COc1ccccc1C (stereo unspecified)	-4	0	-3	-7	3	-0.4	2	1	-3	0.0
N#Cc1ccc(C(=O)NCC(c2ccco2)N2CCCC2)cc1 (stereo unspecified)	-3	7	-1	-9	2	-7.1	1	7	·	-0.6
Cc1cc(C(=O)Nc2ccccc2)c(C)o1	-1	4	-1	-2	11	-2.0	·	-4	·	-1.3
Cc1ccc(C(=O)CSc2nc(-c3ccccc3)ccc2C#N)cc1	-1	-2	-5	11	1	-0.7	1	-3	1	-3.1
COc1cc(OC)c(C=O)c(OC(=O)N2CCOCC2)c1	-2	2	0	-3	-3	1.3	-1	4	2	-0.2
Cc1ccc(NS(=O)(=O)c2c(C(=O)N3CCCCCC3)c(C)n(C)c2C)c(Cl)c1	2	3	-3	3	-2	0.7	-2	6	?	-0.8
COc1ccc(OC)c(CCNC(=O)Cc2ccc(NC3=NC4CS(=O)(=O)CC4S3)cc2)c1 (stereo unspecified)	-3	-2	2	·	7	0.3	5	-1	-1	-0.4
C(=N\Nc1nc2ccccc2[nH]1)/c1ccncc1	-6	-7	1	14	3	6.9	-1	3	6	1.2
CCCc1ccc(Oc2cc(NN3CCCCC3)c([N+](=O)[O-])cc2[N+](=O)[O-])cc1	-1	-6	-1	-45	-4	-1.3	3	-2	-1	0.6
Cc1ccc(NC(=O)Cn2nnc3ccccc32)c(C)c1	3	-6	9	14	-2	-1.0	0	·	-2	-0.7
Cc1cccc(NC(=S)NCc2ccc3c(c2)cc(C)n3C)c1C	·	8	-7	·	4	0.3	3	10	-3	0.6
COc1ccc(C(CNC(=O)c2oc3ccccc3c2C)N2CCCC2)cc1 (stereo unspecified)	-1	7	0	16	-3	-0.2	1	-6	-4	-1.9
O=C(Nc1ccc(OC(F)(F)F)cc1)c1ccc2ccccc2n1	3	-8	4	12	-6	0.6	-1	8	4	-1.8
O=C(COc1ccc(Cl)cc1Cl)N1CCN(C(=O)c2ccco2)CC1	3	-5	-5	10	3	-0.1	5	14	-3	-1.8
Cn1c(=O)n(Cc2ccco2)c(=N)c2c3c(sc21)CCC3	·	-1	-4	9	3	-0.1	-4	0	·	-0.1
CO/N=C/C(=N\Nc1ccc(C)cc1)C(=O)c1ccc(OC)cc1	3	1	-1	-38	1	-1.1	1	12	·	0.0
Nc1nnc(SCC(=O)c2ccco2)s1	0	2	-5	·	-1	-2.2	5	0	·	0.2
CCOc1ccccc1-c1nc(C(N)=O)c2[nH]c(=O)n(-c3ccccc3)c2n1	0	-3	-1	-7	-6	0.5	-2	3	·	·
CCOc1ccc2nc(SCC(=O)NCc3ccc(OC)cc3)[nH]c2c1	·	-16	1	-1	5	-0.3	-2	2	-1	-2.9
COCCCn1c(=O)/c(=C\c2ccccc2OC(F)F)s/c1=C(/C#N)C(N)=O	-2	2	-13	15	8	-0.1	-16	-5	-1	0.2
COc1ccc(NC(=O)CC2SC3=NCCN3C2=O)cc1 (stereo unspecified)	1	5	3	1	2	1.8	0	0	-1	-1.2
Cc1cc2ccccn2c1C(C[N+](=O)[O-])c1ccc(N(C)C)cc1 (stereo unspecified)	-3	2	-13	-15	-3	1.2	-1	·	10	-1.4
COc1cccc(S(=O)(=O)Nc2noc3ccccc23)c1	-3	13	0	-4	-2	-0.5	6	10	0	-0.4
CCc1nnc(NC(=O)CCc2ccc(C)o2)s1	-5	12	-1	16	-1	-1.7	4	-3	·	·
CN1c2ccccc2C(C)(C)C12CC(c1ccc(S(=O)(=O)N3CCCCC3)cc1)=NO2 (stereo unspecified)	-4	1	-4	-3	-4	0.6	-1	-4	-13	-1.6
O=C(c1ccc(Cl)c(S(=O)(=O)NCc2ccccc2)c1)N1CCN(c2ccccn2)CC1	·	-1	-14	-11	6	-3.4	0	5	-2	-2.1
CCC(C)[C@H](NC(=O)N1CC(=O)Nc2ccccc21)C(=O)NC(C)CCc1ccccc1 (stereo partly specified)	-5	0	-16	-12	8	2.0	1	8	-3	-3.2
O=C(CC(C(=O)O)C1CCCO1)NCCc1ccc2c(c1)OCO2 (stereo unspecified)	-4	5	0	·	-1	0.6	0	-3	·	0.0
COc1ccc(/C=N/NC(=O)c2nc(-c3ccccc3)n(-c3ccccc3)n2)cc1	·	5	-16	8	7	-3.2	1	-14	-2	-0.8
COc1ccc(S(=O)(=O)Cc2ccc(C(=O)NCc3ccccn3)o2)cc1	·	-3	-2	-3	2	1.0	-1	-10	-1	-0.4
O=c1[nH]n2c(=O)c3c([nH]c2c1N=Nc1cccc(Cl)c1)CCC3	2	12	-5	6	-8	1.6	4	13	2	0.4
Cc1ccc(NC(=O)CSc2nn(-c3ccc(Cl)cc3)c(=S)s2)cc1S(=O)(=O)N(C)C	-2	7	-10	-15	8	0.9	6	1	-2	-1.2
O=S(=O)(Nc1nccs1)c1ccc(Cl)cc1	·	-4	2	-2	-4	0.8	-3	2	·	-0.4
O=C(CCN1C(=O)S/C(=C\c2cccs2)C1=O)NC1=NCCS1	-3	-8	-3	11	-3	-0.1	1	1	·	-0.6
CC(C)(C)c1cc(C2COC(=O)COCCOCC(=O)OCCOCCO2)cc(C(C)(C)C)c1O (stereo unspecified)	-3	-2	-7	5	-7	-0.7	2	11	-1	-0.9
Cc1cccc(NS(=O)(=O)c2ccc3nc(-c4ccccc4)[nH]c3c2)c1C	-1	0	14	-10	9	0.8	4	0	1	-1.4
Cc1cc(SCC(=O)Nc2cccnc2Cl)nc2ccccc12	-5	-2	-12	2	8	-1.1	3	-2	0	-0.5
Cc1c(/C=N/NC(=O)CNc2ccccc2)c2ccccn2c1C(=O)c1ccccc1	-2	8	-9	0	0	·	2	-2	·	-0.4
Cc1ccc(S(=O)(=O)N2CCN(CC(O)COc3ccccc3)CC2)cc1 (stereo unspecified)	0	2	10	-3	1	0.0	-2	4	3	-1.9
N#C/C(=C\c1ccc(O)c(Br)c1)C(=O)NCc1ccccc1	-3	-7	-8	4	3	2.0	1	5	0	0.6
O=C(CCn1nc(-c2ccc(Cl)cc2)ccc1=O)NCCCN1CCCCCC1	4	5	7	13	-4	0.1	0	?	·	-1.0
Clc1ccc(Cn2ncc3c(N4CCCCC4)ncnc32)cc1	-5	8	-12	1	1	0.1	-2	2	·	-0.3
CC(=O)c1c(C)[nH]c(C(=O)CSc2nnc(-c3ccccc3)n2Cc2ccc3c(c2)OCO3)c1C	-3	-3	-5	4	-8	0.3	4	-7	·	-0.7
COc1ccc(C(=O)/C=C/Nc2ccccn2)cc1	0	-3	-13	-67	-6	8.0	3	-30	·	-2.9
Cc1ccc(NC(=O)c2ccc(S(=O)(=O)NCC3CCCO3)cc2)cc1 (stereo unspecified)	2	0	-8	-2	1	-0.9	-2	14	·	-0.5
CC(=O)c1cccc(NC2c3ccccc3C(=O)N2Cc2ccco2)c1 (stereo unspecified)	6	-13	5	-15	4	0.2	-5	8	-4	-0.4
COCCCn1ccc(O)c(Cc2ccc(F)cc2)c1=O	-2	-6	-3	2	5	0.4	0	-7	·	-1.1
CC(c1ccccc1)C(CC(=O)O)C(=O)NC1CCCCC1 (stereo unspecified)	-4	-3	-1	0	3	0.1	0	-6	-3	-1.2
COc1ccc(CNC(=O)Nc2cc(C)ccc2C)cc1	-2	0	2	9	0	-2.1	-1	·	-2	-2.6
Cc1ccc(Cl)cc1N1CCN(S(=O)(=O)c2c(C)noc2C)CC1	-1	10	-4	-3	-3	·	-1	5	-3	-3.1
COC(=O)CSC1=C(C#N)C(c2ccccc2)CC(=O)N1 (stereo unspecified)	-3	0	-7	-15	-1	1.5	0	-6	-3	-1.8
(list continues)
SMILES	CAL PDZ FP-1	Tat export inh	dFosB act	MITF act	cardiac RTF act	CDK5 p35 inh	V-ATPase pH	Rtt109 Vps75	Wnt act	CAL PDZ FP-2
COc1ccc(S(=O)(=O)CCC(=O)N(C)c2ccc(OC)cc2OC)cc1	-2	11	-2	-11	6	-8.7	-4	-3	·	·
CCOC(=O)CCCc1ccc(/C(C)=N/NC(=S)NC)cc1	-2	-2	-12	-3	-5	-0.7	2	-11	3	-0.1
CCN1/C(=C/C=C/c2sc3ccccc3[n+]2CC)Sc2ccccc21	-114	i	?	-98	19	15	-2	66*	·	-37
Cc1nn(CC(=O)N2CCOCC2)c(=O)c2nn(-c3ccccc3)c(C)c12	-3	-1	-9	7	2	-1.9	5	-25	-1	-2.0
N#Cc1ccc(CSc2nnc3ccccn23)cc1	·	5	1	3	4	-0.2	1	-1	0	-0.3
COc1ccc2[nH]c3ccc(OC)cc3c2c1	1	5	-6	18	-1	1.7	7	-3	7	0.7
